TrxR1 substrate – is turned over as a substrate by rat TrxR1. Potency, µM (series often up to 114 µM), inactives show at the highest dose activity change, negative = substrate turnover. O89049. AID 588456. purified TrxR1 substrate turnover, NADPH consumption readout. 390,000 compounds, 0.01% hits; further: potency means the concentration at half of the fitted maximal effect; on the % scale 0 is the no-effect control and ±100 the full control effect; nearly all actives have a fitted effect of over 50% in size
Target sequence (O89049 whole entry, looked up): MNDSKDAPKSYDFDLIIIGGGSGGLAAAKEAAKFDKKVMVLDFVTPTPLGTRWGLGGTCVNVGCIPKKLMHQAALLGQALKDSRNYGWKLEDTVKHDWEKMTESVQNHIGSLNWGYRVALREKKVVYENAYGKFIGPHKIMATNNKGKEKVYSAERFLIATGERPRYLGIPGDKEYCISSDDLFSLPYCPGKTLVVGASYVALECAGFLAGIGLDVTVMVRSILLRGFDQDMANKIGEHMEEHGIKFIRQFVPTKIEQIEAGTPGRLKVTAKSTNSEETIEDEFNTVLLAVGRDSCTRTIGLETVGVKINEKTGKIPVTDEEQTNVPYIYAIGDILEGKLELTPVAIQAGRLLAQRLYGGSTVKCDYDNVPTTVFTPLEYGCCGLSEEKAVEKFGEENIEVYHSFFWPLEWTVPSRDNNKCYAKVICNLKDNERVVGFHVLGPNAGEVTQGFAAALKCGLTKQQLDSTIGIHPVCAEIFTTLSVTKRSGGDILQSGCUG
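Rat TrxR1, dispensed at 90 nM, was prereduced with 400 uM NADPH (final) for 5 min at ~22 deg C, then incubated with compound 15 min before 400 uM selenite. A first-read NADPH fluorescence drop versus no-compound background flagged substrates.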
PI4K2A block – PI4K2A (human) kinase inhibition; purified PI4K2A, ADP-Glo luminescence, 1 h; active compounds read low; AID 1346378; Q9BTU6; 420,000 compounds, 0.13% hits; activity change, negative = inhibition, % at 76.9 µM; in the data active means activity change below about -50%; inconclusive means mostly about -30% to -49%;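 further: -100% = wells without enzyme as full effect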
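In this quantitative HTS, ADP production by PI4K2A was quantified luminescently after 1 h at ambient temperature; 100 microM adenosine served as plate-quality control.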
Vif-A3G inh – blocks the Vif interaction with human APOBEC3G | Q9HC16 | HeLa A3G-eYFP + Vif (tagged APOBEC3G with the HIV-1 protein that degrades it), YFP fluorescence, overnight | Potency, µM (highest dose often 46.1 µM), without a hit: top-dose activity, negative = active, actives largely listed as inhibitors | 410,000 compounds, 0.076% hits;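 further: potency means the concentration at half of the fitted maximal effect; on the % scale 0 is the no-effect control and ±100 the full control effect; nearly all actives have a fitted effect of over 60% in size; hits raise eYFP signal because A3G escapes Vif-driven loss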
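HeLa cells stably expressing Vif and C-terminally eYFP-tagged A3G, seeded overnight at 37 deg C, then exposed to compound by pintool overnight at 37 deg C. Rise in yellow fluorescence (Ex 488/Em 500-530, Acumen) marks blocked Vif-driven A3G degradation.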
mIDH1 inhibitor – human IDH1 R132H inhibition; IDH1-R132H enzyme, NADPH consumption, diaphorase/resazurin fluorescence; AID 602179; 390,000 compounds, 0.093% hits; Potency, µM (top dose mostly 76.6 µM), for inactives: at the highest dose activity change, negative = inhibition, hits mostly inhibitors; O75874; further: potency means the concentration at half of the fitted maximal effect; on the % scale 0 is the no-effect control and ±100 the full control effect; nearly all actives have a fitted effect of over 65% in size
Target sequence (O75874 whole entry R132H, stated change not applied): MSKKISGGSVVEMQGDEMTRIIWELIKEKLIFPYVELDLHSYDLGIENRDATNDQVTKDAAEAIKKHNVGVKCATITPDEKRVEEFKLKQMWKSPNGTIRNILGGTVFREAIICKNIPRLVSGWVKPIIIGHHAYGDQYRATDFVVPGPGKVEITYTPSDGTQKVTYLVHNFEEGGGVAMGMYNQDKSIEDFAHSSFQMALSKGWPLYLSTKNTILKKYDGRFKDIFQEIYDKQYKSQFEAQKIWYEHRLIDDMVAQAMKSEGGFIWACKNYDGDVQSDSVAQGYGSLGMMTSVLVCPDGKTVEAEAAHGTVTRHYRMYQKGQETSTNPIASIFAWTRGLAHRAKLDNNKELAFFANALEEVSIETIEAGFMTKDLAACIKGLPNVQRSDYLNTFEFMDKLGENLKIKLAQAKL
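IDH1-R132H (0.5 ug/mL dispensed) in pH 7.5 Tris buffer was preincubated 30 min with compound, then given a substrate mix of 0.016 mM NADPH and 2 mM alpha-KG for 80 min at room temperature; remaining NADPH was read by diaphorase/resazurin fluorescence.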
RXFP1 agonist – activates the human relaxin receptor RXFP1; Potency, µM (series often up to 57.5 µM), for inactives: at the highest dose activation, actives largely listed as activators; Q9HBX9; HEK293T-RXFP1 cAMP TR-FRET, 30 min; response scale: percent of porcine relaxin response, buffer zero; AID 2676; 370,000 compounds, 0.3% hits; further: potency means the concentration at half of the fitted maximal effect; on the % scale 0 is the no-effect control and ±100 the full control effect; nearly all actives have a fitted effect of over 60% in size; many of its hits are not listed in these tables
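cAMP rise read by TR-FRET after 30 min, 37C compound exposure (up to 58 uM) in RXFP1-transfected HEK293 cells with Ro 20174 present. EC50 from Hill-equation fits, with 29 nM porcine relaxin as 100% and buffer as basal.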
GRP78 ERSR act – ER stress response induction in glioma; Potency, µM, for inactives: at the top dose activation, hits mostly activators; 420,000 compounds, 0.02% hits; U87-MG GRP78 promoter luciferase reporter, 16 h; AID 602332; further: potency means the concentration at half of the fitted maximal effect; series mostly up to about 76 µM; % of control where 0% means no effect; nearly all actives have a fitted effect of over 35% in size
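Stably transfected U87-MG glioma cells carrying a GRP78-based luciferase sensor; 16 h compound incubation. Luminescence end-point read 10 min after Bright-Glo addition at room temperature.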
Vif-A3F inh – inhibitors of Vif-A3F interaction | Potency, µM (doses to about 46.1 µM), for inactives: at the highest dose activity, negative = active | 390,000 compounds, 0.2% hits | HeLa A3F-eYFP + Vif (tagged APOBEC3F with the HIV-1 protein that degrades it), YFP fluorescence increase; further: potency means the concentration at half of the fitted maximal effect; % of control where 0% means no effect; nearly all actives have a fitted effect of over 65% in size
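HeLa cells stably expressing A3F-eYFP plus Vif, plated and incubated overnight at 37 deg C, then exposed to compounds overnight at 37 deg C. Blocked degradation read as raised yellow fluorescence (Ex 488/Em 500-530).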
USP1 inh – blocks the human USP1/UAF1 deubiquitinase complex; recombinant USP1/UAF1, Ub-Rhodamine cleavage fluorescence; Potency, µM (titrated, usually from 57.1 µM), inactives show at the top dose activity change, negative = inhibition, hits mostly inhibitors; 390,000 compounds, 0.23% hits; further: potency means the concentration at half of the fitted maximal effect; on the % scale 0 is the no-effect control and ±100 the full control effect; nearly all actives have a fitted effect of over 60% in size; inactives centre near -12
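1 nM enzyme complex + cpd, 15 min RT; start with Ub-Rho 150nM final; kinetic fluorescence ex 480/em 540, 6 reads q60 s. Buffer 50mM HEPES pH 7.8, 0.5mM EDTA, 0.1 mg/ml BSA, 1mM TCEP, 0.01% Tween-20.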
LDHA block – blocks human lactate dehydrogenase A; P00338; purified LDHA, NADH/diaphorase-resazurin fluorescence; active compounds read low; activity change, % (values are at about 110 or 230 µM); 480,000 compounds, 0.15% hits; in the data active means activity change below about -30%; inconclusive means mostly about -25% to -30%;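 further: plate controls were DMSO wells for no effect and wells without enzyme for full effect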
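Enzyme activity of human lactate dehydrogenase 5 (2 nM; 0.06 mM NADH, 0.2 mM pyruvate, 5 min, RT) is measured via a resazurin/diaphorase fluorescence readout of residual NADH.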
* = called active by the depositor; ? = inconclusive; . = not tested or not shown; [ ] = remark or other dose. Unless noted, the call rests on the fitted dose curve; in most records, active means well fitted curve in the direction sought with a large enough effect; inconclusive means small, poorly fitted or top-dose-only effect, or another doubt; inactive means no such curve, though single readings can be large; an effect the other way counts as inactive or inconclusive. These rows are one share of the data, so the mix of outcomes need not match the whole.

Letter code – A = TrxR1 substrate; B = PI4K2A block; C = Vif-A3G inh; D = mIDH1 inhibitor; E = RXFP1 agonist; F = GRP78 ERSR act; G = Vif-A3F inh; H = USP1 inh; I = LDHA block
COc1ccc(S(=O)(=O)N2CC(O)CC2C(=O)OCC(=O)Nc2ccc(Cl)cn2)cc1 (stereo not drawn)
  A = -4%	B = -1	C = 2%	D = 3%	E = 2.0%	F = 0%	G = 1%	H = -19%	I = -1
Cc1cc(C)c(NC(=S)N(CCCN2CCOCC2)Cc2cccnc2)c(C)c1
  A = 8%[57.1 µM]	B = -3	C = -1%	D = 8%	E = 2.1%	F = -9%	G = 2%	H = -4%	I = -13
CC(C)(Oc1ccc(Cl)cc1)C(=O)Nc1cccc(S(=O)(=O)NC2=NCCC2)c1
  A = -4%	B = -1	C = 2%	D = 9%	E = 2.1%	F = 5%	G = -18%	H = -9%	I = 2
Cc1cc(S(=O)(=O)NC2CCCC2)ccc1-n1cnnn1
  A = -10%[57.1 µM]	B = -4	C = -3%	D = -6%	E = 1.1%	F = -6%	G = -23%	H = -3%	I = -4
COc1ccccc1CNS(=O)(=O)c1cc(Br)cc2c1N(C(C)=O)C(C)C2 (stereo not drawn)
  A = -4%	B = 5	C = 4%	D = 1%	E = -1.2%	F = -3%	G = -1%	H = ?	I = 0
CCCCN(C)c1ccc([N+](=O)[O-])cc1
  A = -19%	B = 2	C = -6%	D = -4%	E = 0.7%	F = -3%	G = -16%	H = -3%	I = -5
Cc1c(NC(=O)c2cccc(S(=O)(=O)N(C)c3ccccc3)c2)c(=O)n(-c2ccccc2)n1C
  A = 2%	B = -6	C = -4%	D = 8%	E = .	F = -6%	G = 6%	H = -5%	I = -1
COc1cccc(-n2c(-c3ccco3)nc3c(cnn3-c3ccc(C)cc3)c2=O)c1
  A = 0%	B = 3	C = -1%	D = 7%	E = 4.1%	F = -5%	G = -2%	H = -16%	I = 4
COc1ccc(Cl)cc1N1Cc2ccccc2C1
  A = 3%	B = -4	C = 2%	D = 11%	E = -1.2%	F = -5%	G = 3%	H = -9%	I = 14
Oc1ccc(N2CCN(C(c3ccc(Cl)cc3)c3nnnn3Cc3ccc(F)cc3)CC2)cc1 (stereo not drawn)
  A = 0%	B = .	C = -5%	D = .	E = .	F = -3%	G = .	H = .	I = 11
COc1ccccc1C(=O)c1c(N)c(-c2nc(-c3ccccc3)cs2)c2ccccn12
  A = -6%	B = 1	C = .	D = .	E = 3.8%	F = .	G = .	H = ?	I = 0
COc1cccc2c(=S)c(CCC(C)=O)c(C)[nH]c12
  A = 21%	B = 0	C = -2%	D = 4%	E = ?	F = 2%	G = -10%	H = -23%	I = 12
COc1ccc(-c2noc(CN(Cc3nccn3C)C(C)C)n2)cc1
  A = 10%	B = -3	C = 1%	D = 0%	E = 3.7%	F = -5%	G = 7%	H = -13%	I = -3
CCc1ccccc1NC(=O)c1cc2nc(-c3ccc(OC)c(OC)c3)cc(C(F)(F)F)n2n1
  A = 8%	B = 4	C = -3%	D = 3%	E = 13%	F = -2%	G = -5%	H = -16%	I = 3
C/C(=N\NC(=S)NC(C)C)c1ccc2c(c1)OCCO2
  A = -6%[11.4 µM]	B = -4	C = -17%	D = 8%	E = 1.0%	F = -1%	G = -6%	H = -9%	I = -4
CC1CC(C)CN(C(=O)CN2CCN(Cc3ccc(Cl)cc3)C2=O)C1 (stereo not drawn)
  A = 1%	B = 0	C = -1%	D = 4%	E = -0.4%	F = -4%	G = -3%	H = 3%	I = 4
CN(C)c1ccc(/C=C/c2ccnc3ccccc23)c(F)c1
  A = -1%	B = .	C = ?	D = .	E = .	F = 2%	G = .	H = .	I = 3
Cc1ccc(NCC(=O)N/N=C\c2cccc(O)c2)cc1
  A = -8%	B = 2	C = -2%	D = -3%	E = 0.1%	F = 0%	G = 6%	H = -6%	I = 1
Cc1ccc(CSCC(=O)N2CCN(c3cc(Cl)ccc3C)CC2)cc1
  A = 2%[57.1 µM]	B = 1	C = 3%	D = -3%	E = 0.4%	F = -3%	G = -1%	H = -21%	I = 0
COc1cccc(N(CC(=O)N2CCOCC2)S(C)(=O)=O)c1
  A = 5%	B = -4	C = 3%	D = 4%	E = -2.2%	F = -3%	G = -8%	H = -12%	I = -4
CCCS(=O)(=O)NC(=O)C1(C)CCCN(C(=O)c2ccc(C(=O)OC)cc2)C1 (stereo not drawn)
  A = .	B = 3	C = -2%	D = .	E = .	F = -2%	G = .	H = .	I = -8
CCOC(=O)C1=C(CN2CCC(C(=O)OCC)CC2)NC(=O)NC1c1ccc(Cl)cc1 (stereo not drawn)
  A = -11%	B = -1	C = 2%	D = 11%	E = -2.7%	F = 0%	G = -7%	H = -7%	I = -6
CCOC(=O)N1CCN(C(=O)COC(=O)c2oc3ccc(OC)cc3c2C)CC1
  A = 105%[activator]	B = -8	C = -8%	D = 3%	E = 2.6%	F = 5%	G = 4%	H = -8%	I = 0
CN(C)S(=O)(=O)c1cccc(-n2sc3ccccc3c2=O)c1
  A = -1%[57.1 µM]	B = -7	C = -1%	D = 9%	E = 0.1%	F = -9%	G = 0%	H = -6%	I = -43*
Cc1cc(C)cc(NC(=O)CN(c2cccc(C)c2C)S(=O)(=O)c2ccccc2)c1
  A = 5%	B = 0	C = 1%	D = 12%	E = 0.7%	F = -1%	G = 3%	H = -19%	I = 0
COc1ccc(OCC(O)CNC(C)c2ccccc2)cc1 (stereo not drawn)
  A = 2%	B = 2	C = -4%	D = -4%	E = 4.8%	F = -4%	G = -1%	H = -6%	I = -4
CO/N=C/c1ccc(N2CCN(C(=O)c3ccc(C)cc3)CC2)c([N+](=O)[O-])c1
  A = 4%[57.1 µM]	B = -5	C = 0%	D = 13%	E = 0.6%	F = -2%	G = -5%	H = -15%	I = 2
COc1ccccc1NC(=O)COC(=O)C1=NN(c2ccccc2)C(=O)CC1
  A = 4%	B = 2	C = -5%	D = 5%	E = .	F = -1%	G = -6%	H = 2%	I = -5
CCN(CC)c1nc(C)c2c(c1C#N)CC(C)(C)OC2
  A = 26%[57.1 µM]	B = 3	C = -4%	D = 2%	E = 3.9%	F = -3%	G = -26%	H = -14%	I = -1
CC(C)C[C@@H](CNCC(=O)[C@H](CC(C)C)NC(=O)c1[nH]cnc1C(=O)N[C@H](CN)CC(C)C)NC(=O)c1nc[nH]c1C(=O)N[C@@H](CC(=O)O)C(=O)O
  A = 10%	B = -5	C = 4%	D = -8%	E = .	F = -5%	G = -10%	H = -17%	I = 5

Looked up above:
Result of Cc1ccc(CSCC(=O)N2CCN(c3cc(Cl)ccc3C)CC2)cc1 under mIDH1 inhibitor: -3%
Result of Cc1ccc(NCC(=O)N/N=C\c2cccc(O)c2)cc1 under RXFP1 agonist: 0.1%
Result of CCCS(=O)(=O)NC(=O)C1(C)CCCN(C(=O)c2ccc(C(=O)OC)cc2)C1 (stereo not drawn) under GRP78 ERSR act: -2%

Next section.
Letter code – A = TrxR1 substrate; B = PI4K2A block; C = Vif-A3G inh; D = mIDH1 inhibitor; E = RXFP1 agonist; F = GRP78 ERSR act; G = Vif-A3F inh; H = USP1 inh; I = LDHA block
COc1cc(O)c2c(c1)OC(c1ccc(O)cc1)CC2=O (stereo not drawn)
  A = 2%	B = 1	C = -14%	D = -13%	E = 0.4%	F = -2%	G = 0%	H = -28%	I = 4
COC(=O)C1C(=O)c2c([nH]c(C(=O)OCCOC(C)C)c2C)CC1C (stereo not drawn)
  A = 10%[57.1 µM]	B = 6	C = -3%	D = 6%	E = -2.5%	F = 0%	G = 4%	H = -17%	I = 6
CCOC(=O)N1CCc2c(sc3c2C(=O)NC(c2cc(OC)c(OC)c(OC)c2)N3)C1 (stereo not drawn)
  A = 0%	B = -1	C = ?	D = 2%	E = -1.2%	F = -4%	G = -5%	H = -13%	I = -2
C/C(=N\NC(=O)c1nnn(-c2nonc2N)c1-c1ccc2c(c1)OCO2)c1ccccc1
  A = 5%	B = -17	C = -8%	D = -5%	E = -0.7%	F = -5%	G = -20%	H = -13%	I = -5
CCN(CC(=O)NC1CCS(=O)(=O)C1)S(=O)(=O)c1ccccc1Cl (stereo not drawn)
  A = 4%	B = -7	C = -5%	D = -3%	E = -2.4%	F = 3%	G = 3%	H = -28%	I = -3
COC(=O)N/N=C\c1ccc(OC/C=C/c2ccccc2)c(OC)c1
  A = 4%	B = -4	C = -1%	D = 6%	E = 3.1%	F = -6%	G = 2%	H = -9%	I = -2
CC1CCN(S(=O)(=O)c2cccc(C(=O)NC3CCCCC3)c2)CC1
  A = 7%[57.1 µM]	B = -1	C = -1%	D = 3%	E = -1.2%	F = -7%	G = 9%	H = -19%	I = -3
COc1cc(CCC(=O)N2CCN(S(=O)(=O)c3ccc(C)cc3)CC2)cc(OC)c1OC
  A = 6%	B = 2	C = -6%	D = 5%	E = 1.4%	F = -1%	G = ?	H = 5%	I = -3
COC(=O)c1cc(COc2ccc3oc(C)c(C(=O)OC(C)C)c3c2)c(C)o1
  A = -7%	B = -4	C = 2%	D = -2%	E = 1.8%	F = -1%	G = 1%	H = -18%	I = 0
CSc1ccc(CNC(=O)c2c(C)noc2C)s1
  A = 8%[57.1 µM]	B = 2	C = 3%	D = 1%	E = 0.9%	F = -3%	G = 6%	H = -11%	I = -14
Cc1ccc(/C=N/NC(=O)c2n[nH]c3c2CCCC3)cc1
  A = 6%	B = 1	C = -44%	D = -4%	E = 1.0%	F = 1%	G = 8%	H = -11%	I = -7

Assay outcomes (PubChem BioAssay)
